FXN GAA850 act: FXN promoter activators, primary screen, cell-based, luciferase luminescence, HEK293 lucGAA850 | HEK293 lucGAA850 FXN promoter luciferase reporter, 24 h; percent of 10 µM SAHA response | activation, % at 6 µM | hit rate 0.56% among 360,000 | AID 540364, 2011;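 active means activation above the average of all compounds screened plus 3 SD, cutoff fixed separately per campaign, cut at about 7.5% in these data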;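 further: 0% = DMSO wells and 100% = 10 µM SAHA wells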
PLCb3 inh: human PLC-beta3 inhibitors, primary screen, biochemical, fluorescence | 1-phosphatidylinositol 4,5-bisphosphate phosphodiesterase beta-3 (Homo sapiens), Q01970 | Purified PLC-beta3, fluorogenic substrate | inhibition, % at 12.2 µM | hit rate 0.18% among 370,000 | AID 720704, 2013; in the data active means inhibition above about 11%;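 further: 0% = median of compound wells on plate and 100% = full blocker control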
DAX1 inh-1: DAX1 (NR0B1) inhibitors, primary screen, cell-based, HEK293, Gal4-DAX1, luciferase luminescence; Nuclear receptor subfamily 0 group B member 1 (Homo sapiens), P51843; hit rate 0.99% among 340,000; HEK293 Gal4-DAX1 luciferase reporter; inhibition, % at 6.75 µM; AID 504766, 2011;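 active means inhibition above the mean over all tested compounds plus 3 SD, cut at about 4.2% in these data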;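 further: 0% = DAX1-transfected cells with DMSO and 100% = empty-vector control cells with DMSO; inhibition shows as a rise in luminescence from relieved DAX1 repression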
hcDAF-12 act: H. contortus DAF-12 nuclear receptor activators, primary screen, cell-based, luminescence, HEK293, lit1-tk-luc reporter | AID 652067, 2013 | hit rate 1.4% among 370,000 | activation, % at 6.8 µM | HEK293 hcDAF-12 lit1-tk-luc reporter; 0% DMSO, 100% Δ7-dafachronic acid;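 active means activation above the mean of all tested compounds plus 3 SD, cut at about 5.5% in these data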;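 further: 100% = response to 3 µM Δ7-dafachronic acid high control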
hgDAF12 agonist: H. glycines DAF-12 receptor agonists, primary screen, cell-based, luminescence, HEK293, GAL4 fusion, UAS-luciferase. activation, % at 6.8 µM. hit rate 1.8% among 370,000. AID 687014, 2013. HEK293 GAL4-hgDAF12 UAS-luciferase reporter, agonist luminescence; normalized to butyrate control. Nuclear hormone receptor DAF-12 (Heterodera glycines), GAL4 fusion;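 active means activation above a cutoff set at the mean of all screened compounds plus 3 SD, cut at about 10% in these data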;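 further: 0% = DMSO wells and 100% = sodium butyrate wells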
PLC-gamma1 inh: PLC-gamma1 enzyme inhibitors, primary screen, biochemical, fluorescence, purified enzyme; 1-phosphatidylinositol 4,5-bisphosphate phosphodiesterase gamma-1 (Homo sapiens), P19174; fluorogenic substrate; inhibition, % at 12.2 µM; hit rate 0.84% among 370,000; AID 720700, 2013; in the data active means inhibition above about 9.5%
Target sequence (P19174 whole entry, looked up): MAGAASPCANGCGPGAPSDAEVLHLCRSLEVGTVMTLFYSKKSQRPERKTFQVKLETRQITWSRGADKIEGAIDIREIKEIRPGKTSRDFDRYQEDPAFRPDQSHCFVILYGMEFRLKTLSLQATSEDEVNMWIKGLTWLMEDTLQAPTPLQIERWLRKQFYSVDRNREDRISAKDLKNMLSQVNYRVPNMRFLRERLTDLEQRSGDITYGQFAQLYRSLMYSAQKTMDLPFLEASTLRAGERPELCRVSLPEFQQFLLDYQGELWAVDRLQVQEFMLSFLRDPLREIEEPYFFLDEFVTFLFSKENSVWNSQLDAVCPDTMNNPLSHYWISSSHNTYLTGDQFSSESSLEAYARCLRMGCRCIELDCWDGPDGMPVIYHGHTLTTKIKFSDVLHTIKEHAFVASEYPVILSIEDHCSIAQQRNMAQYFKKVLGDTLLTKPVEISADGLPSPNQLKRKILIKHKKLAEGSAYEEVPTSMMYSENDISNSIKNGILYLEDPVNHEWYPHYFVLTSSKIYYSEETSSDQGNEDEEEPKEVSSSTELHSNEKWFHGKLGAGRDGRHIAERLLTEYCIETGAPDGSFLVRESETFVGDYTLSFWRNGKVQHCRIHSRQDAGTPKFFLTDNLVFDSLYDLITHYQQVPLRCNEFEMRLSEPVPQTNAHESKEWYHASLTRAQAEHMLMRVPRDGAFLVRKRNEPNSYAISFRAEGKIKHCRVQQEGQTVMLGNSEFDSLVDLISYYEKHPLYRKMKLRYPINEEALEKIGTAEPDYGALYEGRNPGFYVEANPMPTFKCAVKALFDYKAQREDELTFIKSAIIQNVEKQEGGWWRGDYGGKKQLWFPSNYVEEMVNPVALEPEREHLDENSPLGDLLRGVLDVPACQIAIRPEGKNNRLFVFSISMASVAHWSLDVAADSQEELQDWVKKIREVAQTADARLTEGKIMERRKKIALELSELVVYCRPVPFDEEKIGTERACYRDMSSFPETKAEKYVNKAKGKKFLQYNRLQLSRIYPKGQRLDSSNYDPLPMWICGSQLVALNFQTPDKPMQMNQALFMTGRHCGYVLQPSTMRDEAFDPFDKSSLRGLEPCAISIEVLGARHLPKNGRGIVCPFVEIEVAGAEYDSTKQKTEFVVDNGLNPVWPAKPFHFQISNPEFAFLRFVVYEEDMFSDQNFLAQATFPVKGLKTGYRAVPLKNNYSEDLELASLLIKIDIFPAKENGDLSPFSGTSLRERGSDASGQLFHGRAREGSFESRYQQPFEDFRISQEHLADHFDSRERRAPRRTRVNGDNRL
ADAM17 inh: ADAM17 inhibitors, primary screen, biochemical, QFRET; AID 720648, 2013; Disintegrin and metalloproteinase domain-containing protein 17 (Homo sapiens), P78536; hit rate 0.83% among 370,000; inhibition, % at 6.95 µM; recombinant ADAM17, EDANS/DABCYL FRET peptide cleavage;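 active means inhibition above the mean of compounds lying between control limits plus 3 SD, set per campaign, cut at about 8.5% in these data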;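 further: 0% = DMSO-only wells as the low control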
sPLA2-III inh: human group III sPLA2 inhibitors, primary screen, biochemical, QFRET, BODIPY PC-A2 liposome substrate; Group 3 secretory phospholipase A2 (Homo sapiens), Q9NZ20; QFRET BODIPY PC-A2 liposome hydrolysis, fluorescence; inhibition, % at 12.2 µM; hit rate 0.56% among 370,000; AID 743126, 2013;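 active means inhibition above mean plus 3 SD of compounds lying within the high and low control bounds, cut at about 19% in these data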;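 further: 0% = median of test compound wells and 100% = no enzyme DMSO wells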
DAX1 inh-2: DAX1 (NR0B1) inhibitors on StAR promoter, primary screen, cell-based, luminescence, SF-1 (NR5A1), full-length DAX-1; HEK293T StAR-luciferase reporter, SF-1/DAX-1 repression relief; inhibition, % at 6.8 µM; AID 652010, 2013; hit rate 1.1% among 370,000;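 active means inhibition above the mean over all tested compounds plus 3 SD, cut at about 3.6% in these data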;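 further: 0% = DAX-1 cells with DMSO and 100% = cells lacking DAX-1 with DMSO; higher inhibition means more luminescence from relief of DAX-1 repression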
ssDAF-12 act: S. stercoralis DAF-12 nuclear receptor activators, primary screen, cell-based, luminescence, HEK293, GRIP1 co-expression, lit1-tk-luc; Nuclear hormone receptor DAF-12 (Strongyloides stercoralis); HEK293 ssDAF-12/GRIP1 lit1-tk-luc reporter; % of 3 µM dafachronic acid response; activation, % at 6.8 µM; hit rate 1% among 370,000; AID 652126, 2013;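 active means activation above the mean over all tested compounds plus 3 SD, cut at about 0.9% in these data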;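 further: 0% = DMSO-only wells and 100% = 3 µM delta7-dafachronic acid wells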
ADAM10 inh: human ADAM10 inhibitors, primary screen, biochemical, QFRET, HTS; hit rate 0.62% among 370,000; inhibition, % at 7 µM; recombinant ADAM10, EDANS/DABCYL FRET peptide cleavage, 3 h;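 active means inhibition above a per-campaign cutoff equal to the mean of compounds falling between control-based bounds plus 3 SD, cut at about 20% in these data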;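 further: 0% = DMSO wells while the 100% control is not disclosed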
* marks the source's active call; other numbers are inactive results.

Screening COc1ccc(C(=O)/C=C/c2ccc(OC3CSC3)cc2)cc1 returned FXN GAA850 act 0.9, PLCb3 inh -4.3, DAX1 inh-1 -1.4, hcDAF-12 act 1.2, hgDAF12 agonist 0.4, PLC-gamma1 inh -4.8, ADAM17 inh -9.4, sPLA2-III inh 12.5, DAX1 inh-2 0.4, ssDAF-12 act -0.9 and ADAM10 inh -13.2.
Screening COc1ccc(N2CCN(C(=O)CN(C)S(=O)(=O)c3cnc[nH]3)CC2)cc1 returned FXN GAA850 act -0.5, PLCb3 inh 4.4, DAX1 inh-1 7.1*, hcDAF-12 act 0.3, hgDAF12 agonist -2.6, PLC-gamma1 inh 2.5, ADAM17 inh 1.6, sPLA2-III inh -4.7, DAX1 inh-2 -0.7, ssDAF-12 act -0.1 and ADAM10 inh -3.2.
`CCOC(=O)[C@]12CCCCC/C=C\1N(CCc1ccc(Cl)cc1)C(=O)[C@H]2CC(=O)NCCc1ccccc1OC` gave PLCb3 inh -0.5, hcDAF-12 act -3.2, hgDAF12 agonist -5.9, PLC-gamma1 inh -3.3, ADAM17 inh 4.9, sPLA2-III inh -17.0, DAX1 inh-2 -3.2, ssDAF-12 act -1.5 and ADAM10 inh 14.5.
Screening COCC(=O)Nc1ccccc1C(=O)NC(C)C returned FXN GAA850 act 0.5, PLCb3 inh 3.8, DAX1 inh-1 0.1, hcDAF-12 act -0.1, hgDAF12 agonist 5.2, PLC-gamma1 inh 0.9, ADAM17 inh -0.2, sPLA2-III inh -0.2, DAX1 inh-2 -0.2, ssDAF-12 act -1.6 and ADAM10 inh -5.2.
For COc1ccc(-c2nnc(OC)c3ccccc23)cc1 the results were FXN GAA850 act -0.1, PLCb3 inh -6.1, DAX1 inh-1 0.9, hcDAF-12 act -0.6, hgDAF12 agonist 1.0, PLC-gamma1 inh -1.8, ADAM17 inh -3.1, sPLA2-III inh 0.7, DAX1 inh-2 -1.4, ssDAF-12 act -0.5 and ADAM10 inh -5.8.
Screening COc1ccccc1N1C(=NC(=O)C(C)Oc2ccccc2)SC2CS(=O)(=O)CC21 (stereo not given) returned FXN GAA850 act -0.1, PLCb3 inh -10.6, DAX1 inh-1 -0.1, hcDAF-12 act 0.7, hgDAF12 agonist -0.2, PLC-gamma1 inh -1.2, ADAM17 inh -2.1, sPLA2-III inh 0.8, DAX1 inh-2 0.8, ssDAF-12 act -1.6 and ADAM10 inh 3.1.
Screening S=C(NCc1cccs1)Nc1ccccc1Cl returned FXN GAA850 act -4.7, PLCb3 inh 2.8, DAX1 inh-1 -1.5, hcDAF-12 act -3.2, hgDAF12 agonist -2.0, PLC-gamma1 inh -0.5, ADAM17 inh -1.5, sPLA2-III inh 7.5, DAX1 inh-2 0.1, ssDAF-12 act -1.4 and ADAM10 inh -2.1.
Screening COc1ccc(OCCC(=O)OCC(=O)Nc2cccc(S(=O)(=O)N3CCCCC3)c2)cc1 returned FXN GAA850 act -0.2, PLCb3 inh 1.4, DAX1 inh-1 0.5, hcDAF-12 act -1.1, hgDAF12 agonist 2.3, PLC-gamma1 inh 2.2, ADAM17 inh 2.5, sPLA2-III inh -11.2, DAX1 inh-2 0.0, ssDAF-12 act -0.8 and ADAM10 inh -1.7.
Screening COC(=O)C1=C(N)Oc2cc(C)oc(=O)c2C1c1cccnc1 (stereo not given) returned FXN GAA850 act 0.0, PLCb3 inh -0.1, DAX1 inh-1 -0.6, hcDAF-12 act -0.7, hgDAF12 agonist 0.3, PLC-gamma1 inh 1.5, ADAM17 inh -1.7, sPLA2-III inh 0.8, DAX1 inh-2 0.1, ssDAF-12 act -1.1 and ADAM10 inh 7.3.
Screening COc1ccccc1OCCNC1CCCC1 returned FXN GAA850 act -3.9, PLCb3 inh 2.1, DAX1 inh-1 -0.3, hcDAF-12 act -2.4, hgDAF12 agonist -1.8, PLC-gamma1 inh -118.7, ADAM17 inh -0.6, sPLA2-III inh 2.4, DAX1 inh-2 0.3, ssDAF-12 act -0.9 and ADAM10 inh -1.4.
For CCCCCC(O)CCc1n[nH]c(=S)n1-c1ccccc1 (stereo not given) the results were FXN GAA850 act -0.8, PLCb3 inh 1.9, DAX1 inh-1 -0.2, hcDAF-12 act -1.3, hgDAF12 agonist -1.1, PLC-gamma1 inh 3.2, ADAM17 inh -0.6, sPLA2-III inh 5.6, DAX1 inh-2 0.2, ssDAF-12 act -1.1 and ADAM10 inh 6.4.
For CN1/C(=C\C(=O)CSc2ncn[nH]2)C(C)(C)c2ccccc21 the results were FXN GAA850 act 0.5, PLCb3 inh -15.1, DAX1 inh-1 -0.7, hcDAF-12 act -1.9, hgDAF12 agonist -0.8, PLC-gamma1 inh -10.9, ADAM17 inh -2.8, sPLA2-III inh -4.3, DAX1 inh-2 0.8, ssDAF-12 act -1.0 and ADAM10 inh -17.1.
Cc1cccc(-c2cc3nc(C)cc(C)n3n2)c1 was read as FXN GAA850 act 5.9, PLCb3 inh -46.0, DAX1 inh-1 0.9, hcDAF-12 act 8.6*, hgDAF12 agonist 7.6, PLC-gamma1 inh -48.4, ADAM17 inh -7.7, sPLA2-III inh -3.0, DAX1 inh-2 2.6, ssDAF-12 act 1.6* and ADAM10 inh -29.0.
For Cc1nc(=O)c(-c2ccccc2)c(C)n1-c1ccccc1O the results were FXN GAA850 act 0.2, PLCb3 inh -0.6, DAX1 inh-1 0.3, hcDAF-12 act -0.1, hgDAF12 agonist -3.4, PLC-gamma1 inh 2.3, ADAM17 inh -4.7, sPLA2-III inh 14.0, DAX1 inh-2 -0.5, ssDAF-12 act -1.0 and ADAM10 inh 1.7.
Screening Cc1ccc(-n2c(=O)[nH]cc(C(=O)N3CCc4ccccc43)c2=O)cc1 returned FXN GAA850 act -2.2, PLCb3 inh 2.4, DAX1 inh-1 -0.2, hcDAF-12 act -2.0, hgDAF12 agonist 1.1, PLC-gamma1 inh 2.2, ADAM17 inh -1.3, sPLA2-III inh -17.4, DAX1 inh-2 0.1, ssDAF-12 act -1.3 and ADAM10 inh -4.2.
`CNS(=O)(=O)c1cn(CC(=O)NCc2ccc(OC)cc2)cc1S(=O)(=O)NC` gave FXN GAA850 act 0.8, PLCb3 inh -2.8, DAX1 inh-1 2.0, hcDAF-12 act -0.6, hgDAF12 agonist 1.6, PLC-gamma1 inh 2.2, ADAM17 inh -0.5, sPLA2-III inh 1.1, DAX1 inh-2 0.2, ssDAF-12 act -1.6 and ADAM10 inh -0.7.
Screening CC(=O)C1=C(C)N(Cc2ccc(Cl)cc2)C(=S)NC1c1cccc(Br)c1 (stereo not given) returned PLCb3 inh 0.5, hcDAF-12 act 0.6, hgDAF12 agonist -2.9, PLC-gamma1 inh 3.0, ADAM17 inh 4.5, sPLA2-III inh 3.4, DAX1 inh-2 -0.6, ssDAF-12 act -1.1 and ADAM10 inh 5.4.
Screening COc1ccc(CCn2c(=N)c(S(=O)(=O)c3ccc(Cl)cc3)cc3c(=O)n4ccccc4nc32)cc1 returned FXN GAA850 act -0.2, PLCb3 inh -23.5, DAX1 inh-1 0.8, hcDAF-12 act 2.1, hgDAF12 agonist -0.3, PLC-gamma1 inh -6.3, ADAM17 inh -20.2, sPLA2-III inh 5.7, DAX1 inh-2 -0.1, ssDAF-12 act -0.2 and ADAM10 inh -66.3.
Screening Nc1nc2n(n1)C(c1ccco1)CC(c1ccc(Cl)cc1Cl)N2 (stereo not given) returned FXN GAA850 act 0.5, PLCb3 inh 3.2, DAX1 inh-1 -0.5, hcDAF-12 act -0.8, hgDAF12 agonist 0.6, PLC-gamma1 inh -5.5, ADAM17 inh -1.0, sPLA2-III inh 0.4, DAX1 inh-2 -0.3, ssDAF-12 act -1.5 and ADAM10 inh -1.7.
COc1ccc(Cl)cc1-c1cc(C(=O)NCc2ccco2)[nH]n1 was read as FXN GAA850 act 1.2, PLCb3 inh -1.7, hcDAF-12 act 0.5, hgDAF12 agonist 2.0, PLC-gamma1 inh -0.9, ADAM17 inh -4.0, sPLA2-III inh -9.3, DAX1 inh-2 0.5, ssDAF-12 act -1.1 and ADAM10 inh -8.3.
`CC(C)C[C@@H](CN1CCC[C@H]1CN1C(=O)C(=O)NC[C@@H]1Cc1ccccc1)N1C[C@H](Cc2ccccc2)N(CC2CCCCC2)C(=O)C1=O` gave PLCb3 inh 2.0, hcDAF-12 act -0.4, hgDAF12 agonist -0.4, PLC-gamma1 inh -0.1, ADAM17 inh -1.8, sPLA2-III inh -11.9, DAX1 inh-2 -0.9, ssDAF-12 act -1.1 and ADAM10 inh -1.5.
Screening CN(CC(=O)Nc1ccccc1C(=O)NC1CC1)Cc1ccc(Cl)cc1 returned FXN GAA850 act 2.6, PLCb3 inh -3.3, DAX1 inh-1 1.3, hcDAF-12 act -1.3, hgDAF12 agonist -3.4, PLC-gamma1 inh 2.6, ADAM17 inh 2.0, sPLA2-III inh -9.1, DAX1 inh-2 -0.7, ssDAF-12 act -1.2 and ADAM10 inh 3.2.
`c1ccc(CSc2nnc(-c3cccnc3)o2)cc1` gave FXN GAA850 act 4.0, PLCb3 inh 2.1, DAX1 inh-1 1.8, hcDAF-12 act -0.5, hgDAF12 agonist 8.9, PLC-gamma1 inh 1.3, ADAM17 inh -1.9, sPLA2-III inh -0.3, DAX1 inh-2 1.1, ssDAF-12 act -0.7 and ADAM10 inh -2.1.
`COC(=O)[C@@]12CCCN1[C@H](c1ccc(-c3cccc(Cl)c3)cc1)[C@H]1C(=O)N(C)C(=O)[C@H]12` gave FXN GAA850 act -2.3, PLCb3 inh -1.0, DAX1 inh-1 -0.8, hcDAF-12 act -1.9, hgDAF12 agonist 2.7, PLC-gamma1 inh 1.7, ADAM17 inh 4.7, sPLA2-III inh -5.8, DAX1 inh-2 -0.9, ssDAF-12 act -1.5 and ADAM10 inh 10.5.
COC(=O)c1cccc(NC(=S)NCc2ccc(Cl)cc2)c1 was read as FXN GAA850 act 0.0, PLCb3 inh -1.2, DAX1 inh-1 -0.5, hcDAF-12 act -1.9, hgDAF12 agonist -0.6, PLC-gamma1 inh 1.4, ADAM17 inh -0.7, sPLA2-III inh -33.4, DAX1 inh-2 0.1, ssDAF-12 act -1.1 and ADAM10 inh 6.3.

Screening results from PubChem BioAssay.
